High-throughput results as filed in PubChem BioAssay.
KLK7 zymogen act – proKLK7 zymogen activators, primary screen, biochemical, fluorescence intensity. purified proKLK7, EDANS-DABCYL substrate fluorescence; 100% is mature enzyme control, 0% vehicle. Kallikrein-7 (Homo sapiens), P49862. activation, % at 7 µM. hit rate 0.9% among 370,000;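 active means activation above the mean of all tested compounds plus 3 SD, computed per campaign excluding outliers beyond control limits, cut at about 13% in these data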
NPR1 activator – GC-A stimulated cGMP production enhancers – HEK293 GC-A cells, cGMP TR-FRET, EC30 ANP, primary screen | Atrial natriuretic peptide receptor 1 (Homo sapiens), P16066 | 0% at EC30 ANP, 100% saturating ANP | activation, % at 10 µM | hit rate 0.14% among 370,000; in the data active means activation above about 40%
ADAM10 inh – human ADAM10 inhibitors, primary screen, biochemical, QFRET, HTS; hit rate 0.62% among 370,000; recombinant ADAM10, EDANS/DABCYL FRET peptide cleavage, 3 h; Disintegrin and metalloproteinase domain-containing protein 10 (Homo sapiens), O14672; inhibition, % at 7 µM; AID 720582, 2013;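 active means inhibition above a per-campaign cutoff equal to the mean of compounds falling between control-based bounds plus 3 SD, cut at about 20% in these data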;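 further: 0% = DMSO wells while the 100% control is not disclosed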
ASAP1 inh – inhibitors of human ASAP1 ArfGAP activity, primary screen, biochemical, fluorescence polarization. hit rate 0.19% among 360,000. AID 624377, 2012. ASAP1-stimulated ARF1 GTP hydrolysis, GDP FP detection. inhibition, % at 16.5 µM. Arf-GAP with SH3 domain, ANK repeat and PH domain-containing protein 1 (Homo sapiens), …; in the data active means inhibition above about 25%;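 further: 0% = vehicle with enzyme and substrate and 100% = no enzyme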
Target sequence (Q9ULH1 325-724 limits assumed): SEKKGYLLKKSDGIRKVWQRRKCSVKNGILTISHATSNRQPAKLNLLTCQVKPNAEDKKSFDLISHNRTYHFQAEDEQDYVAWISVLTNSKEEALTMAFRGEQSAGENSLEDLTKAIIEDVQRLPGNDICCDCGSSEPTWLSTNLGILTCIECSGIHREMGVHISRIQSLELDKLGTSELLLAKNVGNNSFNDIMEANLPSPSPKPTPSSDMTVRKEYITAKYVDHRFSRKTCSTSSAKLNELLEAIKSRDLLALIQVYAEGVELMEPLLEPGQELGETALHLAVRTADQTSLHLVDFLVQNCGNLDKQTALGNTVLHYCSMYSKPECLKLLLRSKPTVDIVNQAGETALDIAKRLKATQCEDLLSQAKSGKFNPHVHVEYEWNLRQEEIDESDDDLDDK
GC-B act – human GC-B receptor activators, primary screen, HEK293 GC-B cells, cGMP TR-FRET, EC30 CNP; Atrial natriuretic peptide receptor 2 (Homo sapiens), P20594; 0% at EC30 CNP, 100% saturating CNP; activation, % at 10 µM; hit rate 0.11% among 370,000;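 active means activation at 10 µM reaching about 35% in either raw or pattern-adjusted values, limit read from the data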
Tn6 DDE FP – inhibitors of Tn6 peptide binding to fibrin DD(E), primary screen, biochemical, fluorescence polarization, human fibrin, Tn6 probe; inhibition, % at 8.3 µM; AID 720509, 2013; hit rate 0.21% among 370,000; Fibrin DD(E) TRITC-Tn6 fluorescence polarization displacement; Fibrinogen beta chain (Homo sapiens), P02675;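 active means inhibition above a per-campaign cutoff: mean of compounds within control limits plus 3 SD, cut at about 15% in these data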;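 further: 0% = median of all compound wells on the plate and 100% = blocking peptide control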
ARFGAP1 inhibitor – inhibitors of rat ARFGAP1 GAP activity, primary screen, biochemical, fluorescence polarization, GDP tracer | inhibition, % at 16.5 µM | AID 651572, 2012 | Arfgap1-stimulated ARF1 GTP hydrolysis, GDP FP detection | hit rate 0.26% among 360,000 | ADP-ribosylation factor GTPase-activating protein 1 (Rattus norvegicus), Q62848;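 active means inhibition above a per-plate limit, mean inhibition of low control wells plus 3 SD, cut at about 25% in these data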;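 further: 0% = DMSO wells with enzyme and 100% = wells lacking Arfgap1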
Target sequence (Q62848 1-136 limits assumed): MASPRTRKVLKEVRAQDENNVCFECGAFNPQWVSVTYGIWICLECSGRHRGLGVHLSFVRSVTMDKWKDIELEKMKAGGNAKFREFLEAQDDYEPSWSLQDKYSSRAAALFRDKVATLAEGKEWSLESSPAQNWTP
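Assay system: Rat Arfgap1 GAP domain (His6, aa 1-136), purified enzyme | Buffer or medium: HEPES 25 mM pH 7.5, NaCl 150 mM, MgCl2, DTT | Schedule: GTP hydrolysis reaction 2 h at 25 °C | Signal: FP of antibody-bound GDP Alexa 633 tracer, ex 620/em 688 nm | Measure: Percent inhibition of Arfgap1-stimulated GTP hydrolysis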
FXN GAA850 act – FXN promoter activators, primary screen, cell-based, luciferase luminescence, HEK293 lucGAA850 | HEK293 lucGAA850 FXN promoter luciferase reporter, 24 h; percent of 10 µM SAHA response | hit rate 0.56% among 360,000 | activation, % at 6 µM;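 active means activation above the average of all compounds screened plus 3 SD, cutoff fixed separately per campaign, cut at about 7.5% in these data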;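 further: 0% = DMSO wells and 100% = 10 µM SAHA wells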
HGIII-sPLA2 inh – human group III sPLA2 inhibitors, primary screen, biochemical, QFRET, BODIPY PC-A2 liposome substrate; Group 3 secretory phospholipase A2 (Homo sapiens), Q9NZ20; QFRET BODIPY PC-A2 liposome hydrolysis, fluorescence; inhibition, % at 12.2 µM; hit rate 0.56% among 370,000;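 active means inhibition above mean plus 3 SD of compounds lying within the high and low control bounds, cut at about 19% in these data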;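 further: 0% = median of test compound wells and 100% = no enzyme DMSO wells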
Target sequence (Q9NZ20 whole entry, looked up): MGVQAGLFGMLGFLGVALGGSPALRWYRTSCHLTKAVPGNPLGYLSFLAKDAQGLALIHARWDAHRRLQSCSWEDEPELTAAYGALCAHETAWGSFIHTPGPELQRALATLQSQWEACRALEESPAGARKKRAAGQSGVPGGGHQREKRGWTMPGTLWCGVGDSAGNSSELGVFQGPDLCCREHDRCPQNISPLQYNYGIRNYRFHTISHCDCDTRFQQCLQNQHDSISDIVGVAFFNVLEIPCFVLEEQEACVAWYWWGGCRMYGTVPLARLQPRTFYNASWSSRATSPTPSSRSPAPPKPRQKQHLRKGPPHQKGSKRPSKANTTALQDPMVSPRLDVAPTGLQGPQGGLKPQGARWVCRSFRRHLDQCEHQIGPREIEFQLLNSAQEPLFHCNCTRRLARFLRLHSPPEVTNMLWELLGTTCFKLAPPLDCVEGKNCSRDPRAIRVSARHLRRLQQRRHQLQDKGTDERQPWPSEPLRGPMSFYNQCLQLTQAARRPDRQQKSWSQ
rCAG RNA binder – binders of r(CAG) RNA repeats, primary screen, biochemical, fluorescence; inhibition, % at 3 µM; hit rate 1.3% among 370,000; r(CAG) RNA repeat, TO-PRO-1 dye displacement fluorescence;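 active means inhibition above the plate cutoff, the mean of all test compounds on that plate plus 3 SD, cut at about 35% in these data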;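 further: 0% = DMSO alone and 100% = 100 µM mitoxantrone as full dye displacement; higher means more dye released from RNA so lower well fluorescence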
Starred values were filed as active, the others as inactive; i = inactive; . = no result given. Not a hit list; 4.5% or so of the library scored in one or more.

Compound	KLK7 zymogen act	NPR1 activator	ADAM10 inh	ASAP1 inh	GC-B act	Tn6 DDE FP	ARFGAP1 inhibitor	FXN GAA850 act	HGIII-sPLA2 inh	rCAG RNA binder
C=CCn1c(CCCOc2ccc(Cl)cc2Cl)nnc1SCC(=O)Nc1nccs1	-0.3	-10.8	-0.5	-4.5	-11.7	-0.8	-2.7	-1.1	-0.4	-1.8
CCn1c(SCc2nc3sc(C(=O)O)c(C)c3c(=O)[nH]2)nnc1-c1ccc(Cl)cc1	-0.9	-1.0	-1.0	-8.0	5.4	-0.6	-8.2	-0.2	-4.0	14.8
Cc1ccc(/C=C2/C(=O)ON=C2c2ccccc2)o1	0.4	39.4	-8.5	-1.4	32.9	-2.0	-3.9	4.1	-5.2	38.9*
O=C(NC1CCCCN(Cc2ccc(Cl)cc2)C1=O)c1cccc(C(F)(F)F)c1 (stereo not given)	0.0	1.1	-1.0	.	-2.5	-5.5	.	.	6.3	3.6
Cn1c(=O)oc2cc(S(=O)(=O)NCCC(=O)N3CCN(c4ccccc4)CC3)ccc21	-0.2	2.0	0.4	12.6	2.0	3.0	10.5	-0.7	2.0	0.1
Fc1cccc(CNC(=S)OC2CCC23CCC(c2ccccc2)CC3)c1 (stereo not given)	-0.6	0.1	-7.6	.	-2.3	6.2	.	.	-1.1	5.7
CC(NC(=O)C1CCCCC1)c1ccc2c(c1)OCCO2 (stereo not given)	-0.3	0.8	-6.3	4.3	5.9	-13.8	9.5	0.2	6.5	-2.6
O=S(=O)(NCCSc1ccccn1)c1ccc(Br)cc1	0.0	-1.6	10.8	-11.8	-1.9	1.8	-7.5	-0.8	-14.6	-3.1
NNC(=O)CS(=O)(=O)CS(=O)(=O)CC(=O)NN	-1.1	5.4	7.5	-6.9	-3.9	6.4	-4.7	0.3	-13.7	10.3
CCN1C(=O)[C@H]2[C@@H](c3ccc(-c4ccc(OC)cc4)cc3)N[C@@](Cc3ccccc3)(C(=O)OC)[C@H]2C1=O	-0.8	1.1	-11.4	-4.2	-8.4	0.3	-1.9	-2.5	-6.7	-1.0
O=C(Nc1ccc2c(c1)C(=O)OC2)c1ccc(Cl)cc1	-1.3	3.5	-4.0	13.4	-3.7	-2.2	-0.3	0.5	6.0	0.2
CCCC(=O)N(CCN(C(=O)CCC)c1ccccc1)c1ccccc1	0.3	-35.6	-11.4	-1.7	-21.8	-2.3	4.0	-4.9	-5.3	-10.2
CC(C)CCNCC(O)CON=C1c2ccccc2-c2ccccc21 (stereo not given)	0.3	-17.3	-7.2	6.4	-10.5	3.7	-7.2	-0.9	-9.0	15.8
Cc1cc(S(=O)(=O)N2CCOCC2)ccc1NC(=O)c1ccc(F)cc1	-0.1	-0.3	5.1	-8.0	-0.7	-7.7	-10.7	0.7	2.5	4.0
Clc1ccc(CN2CCN(/N=C/c3cccnc3)CC2)cc1	-0.6	-1.9	6.2	-27.4	-0.4	2.0	-3.9	2.4	0.7	-5.7
Cc1ccc(NC(=O)c2nc[nH]c2C(=O)NCC(=O)OC(C)(C)C)cc1	-0.1	3.2	4.0	10.6	-6.1	-5.5	4.1	1.4	-6.9	2.8
CC(=O)c1ccc(N2CCN(CCC#N)CC2)c(F)c1	-0.7	15.9	-12.4	-0.4	3.3	0.2	7.4	0.3	0.5	-1.4
Cc1cc(OCC(=O)Nc2ccc(CN3CCOCC3)cc2)ccc1Cl	0.6	1.3	2.7	-4.9	3.2	-1.6	-6.2	2.2	-7.8	-3.7
CCOC(=O)C1(CCc2ccccc2)CCN(C(=O)CCn2cnnn2)CC1	-0.2	0.1	-9.4	-7.4	3.4	1.1	-11.1	2.5	-4.0	-4.5
NC(=O)NC(CC(=O)OCC(=O)Nc1nnc(-c2ccccc2)o1)c1ccc(Cl)cc1 (stereo not given)	0.3	-4.0	-6.3	6.4	2.6	9.5	-7.4	-1.7	-0.1	14.2
CC(C)C(NC(=O)c1ccc(Cl)c([N+](=O)[O-])c1)C(=O)NCc1ccccn1 (stereo not given)	0.1	-3.0	-12.3	-1.5	5.0	8.2	8.1	1.2	-1.1	1.5
Cc1ccc(C)c(NC(=O)C(c2ccccc2)N2CCOCC2)c1 (stereo not given)	0.3	-3.7	-6.8	-7.0	-3.3	1.5	6.9	1.1	12.2	-3.7
COc1cccc(CNC(=O)c2ccccc2-c2ccccc2C(=O)O)c1	0.3	-1.0	-4.4	-4.1	7.3	2.5	-1.9	2.0	0.8	3.0
Cc1nc2ncnn2c(C)c1Cc1cccc(C(F)(F)F)c1	-0.2	1.4	-7.7	4.5	-0.2	-1.3	-6.5	1.4	0.1	-2.8
CCOc1ccc(NC2=C(Cl)C(=O)N(Cc3ccccc3)C2=O)cc1	-0.3	-3.4	1.0	-3.0	-1.4	-5.8	-0.1	-2.4	16.4	-4.8
CN(c1ccccc1C(=O)Nc1ccc(F)c(F)c1)S(C)(=O)=O	0.4	-2.9	4.6	-9.6	-0.4	-1.8	2.7	1.4	2.4	0.4
CNc1cncc(C(=O)O)c1	-0.4	-1.1	-15.8	14.2	1.9	-2.6	-9.5	1.3	-3.2	-0.5
COc1ccccc1NC(=O)/C(N=Nc1ccc(C)c(S(=O)(=O)Nc2ccccc2Cl)c1)=C(\C)O	-0.3	-4.2	-13.1	5.6	-0.4	3.9	1.0	-0.6	5.9	6.3
O=C(Cn1c(=O)c2c(ncn2Cc2ccccc2)n(Cc2ccccc2)c1=O)NC1CC1	-0.1	1.8	-0.6	-9.3	4.9	-1.4	-1.2	-4.1	3.1	-1.7
CC(C)c1cc(C(=O)NNC(=S)NCc2ccco2)c(O)c(C(C)C)c1	-3.0	0.9	-3.4	-1.5	3.2	-1.7	1.2	-0.2	51.5*	64.7*
CCOc1ccc(CN2CCN(Cc3nc(C(C)C)cs3)CC2CCO)cc1 (stereo not given)	0.3	-2.0	11.4	0.7	0.6	2.7	-3.9	.	-1.7	-11.8
CCOc1ccc(NC(=O)CN(C)C(=O)C2=COCCO2)cc1OCC	-0.4	1.3	-10.8	4.1	-2.3	6.7	2.7	2.9	9.8	-4.1
O/N=C(\c1ccc(Cl)cc1)c1ncc(C(F)(F)F)cc1Cl	0.3	-0.9	15.2	5.4	-1.1	-1.8	-13.3	-3.8	-5.2	-0.6
COc1ccc(C(=O)Nn2c(C)nc3ccccc3c2=O)cc1OC	0.1	0.8	-2.8	0.7	1.7	0.6	-1.9	1.1	3.4	1.7
N#Cc1ccc(Cn2ccc3ccc(-c4ccc5ccn(Cc6ccc(C#N)cc6)c5c4)cc32)cc1	-0.6	0.6	-19.8	.	0.1	0.8	.	.	2.6	13.3
Cc1cc(NC(=O)CSCC(=O)OC(C)C(=O)N(C)Cc2ccccc2)no1 (stereo not given)	-0.2	-0.7	-3.4	-3.1	2.2	-3.1	-7.8	1.0	-3.9	-1.4
COc1cccc(N=CNc2cccc(OC)c2)c1	0.4	3.7	-14.9	0.9	-3.2	-0.9	8.3	4.5	1.9	4.7
CCSc1nnc(SCC(=O)NC2CCCCC2)s1	-0.9	0.6	-19.0	8.0	-4.3	-5.7	2.9	-1.5	8.1	-5.0
Oc1ccc(/C=N/Nc2cc(N3CCOCC3)nc(N3CCOCC3)n2)cc1	-2.0	-4.6	-1.8	1.1	-2.1	-7.0	-7.7	-1.3	-9.9	0.7
COc1ccccc1-c1coc2c(CN3CCC(C)CC3)c(O)ccc2c1=O	56.6*	1.6	i	1.2	1.4	1.6	-1.8	3.0	6.0	1.1
Cc1cccc(C)c1Cn1c(C)c(C(=O)NCc2cccc(Cl)c2)sc1=O	0.8	-3.2	16.7	0.2	-2.5	-3.7	0.8	0.0	-12.0	3.1
NCC12CC3CC(CC(O)(C3)C1)C2	0.5	3.7	-0.5	12.9	-5.4	-6.6	8.0	3.6	7.8	0.9
CC(=O)c1ccc(N2C(=NC(=O)C(C)C)SC3CS(=O)(=O)CC32)cc1 (stereo not given)	-0.5	1.9	10.0	2.1	3.9	4.1	3.3	-0.6	0.7	0.8
O=C1NC(=S)SC1=Cc1ccccc1Cl	-0.4	-5.1	5.2	10.9	-6.6	-1.4	-4.0	3.7	-31.3	17.3
O=C(NCCN1CCOCC1)C12CC3CC(C1)CC(c1ccccc1)(C3)C2	-0.3	1.9	-1.5	-13.3	0.7	-0.6	-4.8	1.6	-0.7	-9.8
O=C(Nc1cccc(Cl)c1)c1cccc(N2C(=O)C3CC=CCC3C2=O)c1 (stereo not given)	-0.5	-1.3	13.6	3.6	7.0	-8.0	-0.6	-0.9	-18.2	2.6
CCOC(=O)C1CCN(C(=O)c2oc3ccc(S(=O)(=O)N4CC(C)CC(C)C4)cc3c2C)CC1 (stereo not given)	0.1	1.1	1.5	1.4	-0.5	2.2	-2.2	-0.2	-19.4	-1.4
Cc1ccc2nc(-c3ccc(SCC(=O)O)nc3)[nH]c2c1	16.2*	0.2	i	3.6	-6.1	-7.0	17.0	2.1	15.3	14.5
Cc1ccc(NC(=O)CSc2ncccn2)cc1S(=O)(=O)N1CCOCC1	0.2	-1.1	4.7	-13.9	3.4	-0.9	5.0	-0.7	-3.1	7.5
CCOC(=O)N1CCN(C(=O)CS(=O)(=O)c2cn(Cc3ccc(F)cc3)c3ccccc23)CC1	0.9	-3.3	8.2	4.1	-1.5	-2.2	5.8	-1.3	-9.5	2.3

More compounds follow.
Compound	KLK7 zymogen act	NPR1 activator	ADAM10 inh	ASAP1 inh	GC-B act	Tn6 DDE FP	ARFGAP1 inhibitor	FXN GAA850 act	HGIII-sPLA2 inh	rCAG RNA binder
CCOc1ccccc1NC(=S)N1CCN(c2cccc(C)c2C)CC1	-0.4	0.7	-0.9	2.5	-5.2	-3.5	12.8	1.0	14.7	6.0
CC1CCN(C(=O)C2CCN(S(=O)(=O)c3cc(Cl)ccc3Cl)CC2)CC1	-0.1	-2.8	-10.1	6.1	1.5	-8.1	7.9	3.3	15.7	0.9
COc1ccc(C(C(=O)NCC2CCCO2)N(Cc2ccccc2)C(=O)c2snc(C(N)=O)c2N)cc1OC (stereo not given)	3.1	-1.2	-163.2	-2.8	1.8	-5.6	0.1	-0.2	3.3	-0.9
O=C(NC(=S)N(Cc1ccccc1)c1ccccn1)C1CC1	-0.2	-0.2	0.3	11.8	3.6	-5.2	10.7	1.4	6.6	-0.1
